# UPR CHOP act: apoptotic UPR (CHOP) activation. CHO-CHOP luciferase reporter, luminescence; percent of tunicamycin response over DMSO baseline. AID 449763. actives 0.34% (n = 330,000). activation, % at 10 µM;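 active = at 10 µM dose, activation of 40% or more, normalized to positive control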;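 note: 100% = tunicamycin at 10 µg/mL and 0% = DMSO alone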
#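 Assay system: CHO cells with stable CHOP pathway luciferase reporter; Buffer or medium: F12 plus 10% serum; Times: 16-18 h cell attachment, then 6 h compound exposure, 37 °C; Signal: luciferase luminescence; Read-out basis: percent activation relative to tunicamycin control; Control set: tunicamycin high control, DMSO low control.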
# NALP3 yeast inh: NALP3 inhibition in yeast. actives 0.39% (n = 330,000). inhibition, % at 10 µM. Yeast reconstituted NLRP3/ASC/caspase-1, beta-gal luminescence, 24 h;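 active = inhibition of 50% or more; inactive = inhibition below 50%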;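 note: plate controls were induced DMSO wells for no effect and uninduced yeast grown without galactose for full effect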
# UPR XBP1 act: activators of adaptive arm of unfolded protein response (XBP1); CHO-XBP1 luciferase reporter, IRE1-XBP1 UPR activation, luminescence; percent of tunicamycin response, DMSO as zero; activation, % at 20 µM; actives 0.33% (n = 330,000); AID 463104;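 active = versus positive control, 20 µM dose yields 30% or more activation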;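 note: 100% = tunicamycin at 10 µg/mL and 0% = DMSO only wells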
#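 Material: CHO cell line with stable XBP1 luciferase reporter; buffer or medium: F12 medium containing 10% fetal bovine serum; compound: single point, 20 µM final compound, 1% DMSO; incubation: 6 h treatment, 37 °C; measured by: glow luminescence from Steady-Glo reagent; evaluation: activation, % of tunicamycin; control set: tunicamycin high, DMSO low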
# TIM10 inh: TIM10 yeast growth inhibition; S. cerevisiae TIM10 strain growth, BacTiter-Glo luminescence, 24 h; inhibition, % at 10 µM; actives 1.4% (n = 330,000); AID 463195;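 active = inhibition of 40% or more at the single tested concentration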;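 note: wild-type TIM10 isogenic control strain grown at permissive 25 °C; 0% = DMSO yeast wells and 100% = minimal medium wells without yeast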
# tim10-1 inh: inhibits growth of tim10-1 mutant yeast | S. cerevisiae tim10-1 ts strain growth, BacTiter-Glo, 24 h | inhibition, % at 20 µM | actives 2.2% (n = 330,000);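 active = inhibition of at least 40%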;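 note: mutant grown at 25 °C; 0% = DMSO wells with yeast and 100% = wells holding no yeast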
# NR3A LBD binder: modulators (binders) of human NR3A ligand-binding domain; NR3A LBD differential scanning fluorimetry, Tm shift; 0% = protein alone, 100% = glycine-bound protein; AID 1259313; actives 2.5% (n = 340,000); Tm shift relative to glycine control, % at 25 µM;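 active = melting temperature shift of at least 10% of the positive control shift, at one fixed dose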
# APJ agonist: activates the human apelin receptor APJ | P35414 | CHO-K1 APJ PathHunter beta-arrestin, luminescence; 0% DMSO wells, 100% apelin | activation, % at 20 µM | actives 0.11% (n = 330,000) | AID 2520;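 active = activation more than six SD over the plate average, tested at 20 µM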;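 note: 0% = DMSO alone and 100% = apelin-13 at 10 nM; some results filed as inactive read as strong as hits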
# Target sequence (P35414 whole entry, looked up): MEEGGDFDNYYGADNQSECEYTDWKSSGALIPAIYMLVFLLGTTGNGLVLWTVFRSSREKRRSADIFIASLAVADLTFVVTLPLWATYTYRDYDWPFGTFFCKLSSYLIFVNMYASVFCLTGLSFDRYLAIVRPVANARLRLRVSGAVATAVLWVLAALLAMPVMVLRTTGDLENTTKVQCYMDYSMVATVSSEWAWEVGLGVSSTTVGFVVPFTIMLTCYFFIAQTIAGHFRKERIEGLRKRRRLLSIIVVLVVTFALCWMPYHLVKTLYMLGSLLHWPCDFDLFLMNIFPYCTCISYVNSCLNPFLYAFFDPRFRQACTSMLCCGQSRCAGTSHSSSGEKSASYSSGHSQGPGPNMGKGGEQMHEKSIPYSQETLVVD
#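 Test system: CHO-K1 APJ beta-arrestin complementation cell line. Amount: cell density 1000 per well. Controls: DMSO negative, 10 nM Apelin-13 positive. Signal: luminescent beta-gal fragment complementation, chemiluminescent substrate. Read-out basis: agonist-driven arrestin binding to APJ. Timing: compound stimulation 90 min at 25 °C, detection 60 min.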
# tim23-1 inh: inhibits growth of tim23-1 mutant yeast; AID 463212; actives 1.3% (n = 330,000); S. cerevisiae tim23-1 growth, BacTiter-Glo luminescence, 24 h; inhibition, % at 20 µM;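 active = growth inhibition of the mutant yeast at or above 50%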;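 note: temperature-sensitive mutant grown at 25 °C; plate controls were DMSO-treated mutant yeast for no effect and medium wells lacking yeast for full effect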
# Mdm2-MdmX inh: human Mdm2/MdmX binding inhibition; inhibition, % at 8 µM; SaOS-2 split-luciferase Mdm2/MdmX complementation, luminescence; AID 485346; actives 3% (n = 330,000); O15151+Q00987;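 active = inhibition of at least 50% at 8 µM in the primary screen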
# * hit, by the source's call.
SMILES,UPR CHOP act,NALP3 yeast inh,UPR XBP1 act,TIM10 inh,tim10-1 inh,NR3A LBD binder,APJ agonist,tim23-1 inh,Mdm2-MdmX inh
COc1cccc(Nc2ccc(C(=O)O)cc2[N+](=O)[O-])c1,-2.1,14,2,1,18,3,-3,2,25
O=C(Nc1nc2cc3c(cc2s1)OCCO3)c1ccncc1,3.8,-1,2,4,15,6,-1,7,-119
CCC1CCCCN1C(=O)Cn1c(=O)oc2ccccc21 (centres undefined),-0.8,-3,-2,2,9,3,5,25,19
COc1ccc(C2=Nn3c(nnc3-c3ccccn3)SC2)cc1OC,-1.2,4,10,19,19,1,-2,32,35
C=CCC1c2cccc(C(=O)O)c2C(=O)N1c1cccc(C)c1 (centres undefined),-2.3,20,3,16,34,1,3,32,-10
Nc1nc(-c2ccc(Cl)cc2)nnc1-c1ccc(Br)cc1,3.9,6,-2,-7,-14,-16,-2,-6,-28
CCCCNC(=O)Cn1nc(Cc2ccncc2)c2ccccc2c1=O,-1.7,3,1,-10,6,1,-3,-6,-10
Cc1ccc(/C=N\Nc2nc3ccc(Cl)cc3[nH]2)o1,5.9,32,5,26,21,8,7,27,-24
COc1ccc(/C=N/NC(=O)c2ccc3nc[nH]c3c2)cc1OC,0.2,-10,-1,2,12,-3,-4,6,3
Cn1c(=O)c2c(nc(Br)n2CCSc2ncccn2)n(C)c1=O,-1.8,8,-2,-1,-14,-1,-5,-4,32
O=C(NC12CC3CC(CC(C3)C1)C2)C12CC3CC(C1)CC(n1cnc(Cl)n1)(C3)C2,-3.5,5,-1,46*,65*,2,-1,60*,2
CC(=O)N1CCSc2ccc(S(=O)(=O)N3CCC(C)CC3)cc21,-1.7,5,-2,2,14,1,-1,15,-4
S=c1[nH]c2ccc3ccccc3c2[nH]1,1.1,18,4,17,19,-1,3,21,0
CCCS(=O)(=O)c1nc(S(=O)(=O)c2ccc(C)cc2)c(NCc2ccc3c(c2)OCO3)s1,-0.1,0,-2,11,18,-3,-4,12,-14
Cc1c(Cl)cccc1NC(=O)CNC(=O)c1ccccc1F,-1.8,23,-1,8,-1,0,-4,-3,14
CCNc1nc(NCC)nc(-n2nc(C)cc2C)n1,11,7,6,1,27,1,-1,-2,34
Cc1cccc(N(CC(=O)NC2CCCC2)C(=O)CCC(=O)Nc2cc(C)on2)c1,0.8,0,-3,8,-19,-2,-2,-1,-20
COCCCNC(=O)CCc1ccccc1,-1.4,-1,-2,-11,6,0,0,12,1
CCCOc1ccc(/C=N/NC(=O)CN(c2ccc(OCC)cc2)S(C)(=O)=O)cc1,0.6,-4,0,-10,8,-8,0,7,6
O=C(Cn1c(=O)n(-c2ccccc2)c(=O)c2oc3ccccc3c21)Nc1ccccc1,1.1,17,1,8,21,-6,0,4,28
COc1cccc(CC(=O)OCC(=O)NCCc2ccc(F)cc2)c1,-0.6,20,0,-1,-8,-3,-2,13,1
Cc1ccc(-c2noc(COc3ccccc3C)n2)cc1,2.8,19,0,11,-3,7,-7,9,-7
CC(=O)c1c(C)[nH]c(C(=O)COC(=O)c2c(C)noc2C)c1C,0.4,4,1,6,18,0,-1,27,-16
CN(C)C(CNC(=O)c1cc(S(=O)(=O)N(C)Cc2ccccc2)ccc1Cl)c1ccco1 (centres undefined),3.4,0,-5,3,14,1,2,13,15
CCOc1ccc(NC(=O)c2ccc(Cn3nc(C)cc3C)o2)cc1,1.6,22,-6,13,19,1,-4,21,17
CC(C)(C)n1nnnc1C(c1cccc(C(F)(F)F)c1)N1CCC(O)CC1 (centres undefined),0.5,11,2,11,4,-5,-2,16,-9
Cc1cc(C)n2c(SCC(=O)NCc3ccco3)nnc2n1,0.5,6,0,-8,-4,0,-10,3,2
CCOc1ccccc1N1CCN(C(=O)c2ccc(NS(=O)(=O)c3ccc4[nH]c(=O)[nH]c4c3)cc2)CC1,-1.3,18,-3,-3,5,7,-1,-1,18
COc1ccc(C(=O)Nc2ccc(NC(=O)c3ccccn3)cn2)cc1,3.5,34,-2,-6,-21,9,5,9,-17
COc1ccc(-c2cn3cccc(C)c3n2)cc1Br,3.1,40,4,24,20,5,1,42,-227
COC(=O)[C@@H](NC(=O)NC(C)CCc1ccccc1)C(C)C (some centres undefined),-0.8,0,-1,3,3,-1,-7,-2,26
O=S(=O)(NCCn1cccc1)c1ccc2ccccc2c1,-1.5,4,0,-10,4,0,-2,-7,22
Cn1ccnc1C(OC(=O)c1ccc(Cl)cc1)C(F)(F)F (centres undefined),0.4,19,-3,9,6,-1,-1,3,7
COc1ccc(/C=N/OCC(=O)NCc2cccs2)c(OC)c1,0.3,24,0,16,9,1,-1,24,5
CN(CC(=O)Nc1ccccc1Cl)C(=O)Cn1cc(C(F)(F)F)ccc1=O,0.1,-1,0,4,0,-3,-4,11,-34
CCc1nnc(NC(=O)Cn2ccc(C(F)(F)F)n2)s1,-0.4,-3,-1,1,6,-1,4,17,28
COc1cccc(OCC(=O)NNC(=O)C(=O)Nc2cccc(C)c2)c1,3.5,25,-1,-1,-2,-3,-5,-8,8
Cc1ccc(C)c(S(=O)(=O)C(C#N)c2nc3ccccc3nc2N2CCCC2)c1 (centres undefined),1.6,19,2,12,27,-1,13,27,14
COc1ccc(/C=N/NC(=O)c2cnccn2)cc1O,2.1,10,0,7,0,-9,3,2,-10
NC(=O)c1nsc(C(=O)N(CC(=O)NCc2ccco2)c2ccccc2F)c1N,-1.2,22,1,6,-4,-17,2,12,-14
COc1ccccc1CCC(=O)NNC(=O)c1cccs1,0.7,2,10,-4,15,-1,-2,13,19
CCOc1ccc(OCCC(=O)N(CCC(C)C)c2c(N)n(Cc3ccccc3)c(=O)[nH]c2=O)cc1,-1.5,-12,-3,-2,4,-2,1,-7,5
COc1ccccc1C(=O)COC(=O)C1CCN(S(=O)(=O)c2ccc(C)c(C)c2)CC1,-1.5,13,-5,10,23,1,-2,20,33
O=C(Cn1c2ccccc2c(=O)c2ccccc21)N/N=C/c1cc([N+](=O)[O-])ccc1N1CCCCCC1,1.1,9,-1,-18,1,-7,-5,-8,97*
COc1cc(NC2c3ccccc3C(=O)N2c2ccc(C)cn2)cc(OC)c1OC (centres undefined),3.2,-1,1,19,31,1,3,38,-19
COc1ccc(C(=O)N2CCc3ccccc32)cc1,8.5,25,-2,1,18,1,-1,15,-29
O=[N+]([O-])c1ccc(N2CCc3ccccc3C2)cc1,2.1,40,-1,35,55*,4,-5,35,-7
CC(=O)Nc1ccc(S(=O)(=O)Oc2ccccc2N2CCCCC2)cc1,-0.2,26,2,22,34,-6,-2,38,23
COc1ccc(CNC(=O)c2cccc(S(=O)(=O)N3CCCCC3)c2)cc1OC,0.5,8,-3,-9,-7,0,-2,-8,20
COc1ccc(Nc2nnc(C)c3ccccc23)cc1C(N)=O,-1.3,22,-1,10,7,1,-5,8,10
CCCN1C(=O)CN(C2CCCCCC2)C(=O)C1c1ccc(C)cc1 (centres undefined),0.1,4,-1,10,13,-1,-3,25,-31
CC(NC(=O)C(c1ccccc1)c1ccccc1)c1ccc(S(N)(=O)=O)cc1 (centres undefined),2.0,1,-2,1,0,1,0,6,1
COc1ccc(Cl)cc1C(=O)Nn1cnnc1,4.1,9,-1,-3,1,0,2,-8,24
COc1ccc(N2C(=O)NC(NS(=O)(=O)c3ccc(Cl)cc3)(C(F)(F)F)C2=O)cc1 (centres undefined),1.1,6,5,6,-12,0,0,3,-13
CCn1c(=O)c(=O)[nH]c2c(=O)oc3ccc(S(=O)(=O)Nc4ccccc4)cc3c21,1.0,9,-3,3,-14,16*,-2,4,15
Cc1ccc(OCC(=O)N(C)CCc2ccccn2)cc1,0.2,2,0,-12,1,2,1,7,27
COC(=O)CC1SC(=O)NC1=Nc1ccc(O)cc1 (centres undefined),-1.3,8,0,-1,2,-10,-4,1,8
Cc1ccc(C2=Nc3ccc(Br)cc3C(c3ccncc3)=NN2)cc1,3.6,25,37*,7,-33,-7,-4,14,7
COc1ccc(C(C(=O)NCc2ccccc2)N(Cc2ccco2)C(=O)c2cnccn2)cc1 (centres undefined),0.9,-7,2,1,17,0,-4,19,-12
O=C(CN1CCN(Cc2ccc(Cl)cc2)CC1)N1CCc2ccccc21,1.1,25,3,4,-20,1,3,9,-2

# A few values from the list.
# UPR CHOP act result of COc1ccccc1C(=O)COC(=O)C1CCN(S(=O)(=O)c2ccc(C)c(C)c2)CC1 = -1.5
# tim10-1 inh result of Cc1ccc(C2=Nc3ccc(Br)cc3C(c3ccncc3)=NN2)cc1 = -33
# tim10-1 inh result of O=C(CN1CCN(Cc2ccc(Cl)cc2)CC1)N1CCc2ccccc21 = -20

# Continuation:
SMILES,UPR CHOP act,NALP3 yeast inh,UPR XBP1 act,TIM10 inh,tim10-1 inh,NR3A LBD binder,APJ agonist,tim23-1 inh,Mdm2-MdmX inh
Cc1cc(C)c(OCCCON2C(=O)CCC2=O)c(Br)c1,0.2,16,0,-5,19,-1,0,2,21
O=C(CCc1nc(-c2ccc(Cl)cc2)no1)OCc1ccc(Br)cc1,0.4,26,2,3,16,1,-2,-7,-9
Cc1cc2nc3c(c(C(F)(F)F)n2n1)CCCC3,0.4,14,5,-13,-15,1,0,11,-7
O=C(NCc1ccccc1)C(c1ccncc1)N(C(=O)c1csnn1)c1cccc(F)c1 (centres undefined),3.0,19,-5,2,4,-1,2,21,-22
CCNC(=S)Nc1sc2c(c1C#N)CCC(C)C2 (centres undefined),3.2,4,5,24,23,-1,-4,17,8
COc1ccc(CCN=C(N)NS(=O)(=O)c2ccc(C)c(C)c2)cc1,-2.0,-6,0,-8,11,3,-2,-4,17
C=CCn1c(SCC(=O)NC23CC4CC(CC(C4)C2)C3)nc2cc(C(=O)O)ccc2c1=O,-1.4,15,-4,-3,8,1,-5,8,-9
COc1ccc(C(C(=O)NCC2CCCO2)N(Cc2ccccc2)C(=O)CNC(=O)c2ccco2)cc1OC (centres undefined),1.3,2,-2,-10,6,1,-3,3,2
Cc1cc2ccccc2cc1CN1CCCCC1,1.1,17,-5,-5,-12,0,-4,-3,9
COc1ccc2sc(-c3ccc(S(C)(=O)=O)cc3)c(-c3ccc4c(c3)OCCO4)c2c1,1.7,19,0,19,24,-1,-1,28,14

# Mdm2-MdmX inh: hit marks shown above
molecule	NALP3 yeast inh	UPR XBP1 act	tim10-1 inh	NR3A LBD binder	APJ agonist	Mdm2-MdmX inh
O=C(Cn1c2ccccc2c(=O)c2ccccc21)N/N=C/c1cc([N+](=O)[O-])ccc1N1CCCCCC1	9	-1	1	-7	-5	97*

# In another format: entries from further up.
structure | UPR CHOP act | NALP3 yeast inh | UPR XBP1 act | TIM10 inh | tim10-1 inh | NR3A LBD binder | APJ agonist | tim23-1 inh | Mdm2-MdmX inh
Cc1cc(C)c(OCCCON2C(=O)CCC2=O)c(Br)c1 | 0.2 | 16 | 0 | -5 | 19 | -1 | 0 | 2 | 21
O=C(CCc1nc(-c2ccc(Cl)cc2)no1)OCc1ccc(Br)cc1 | 0.4 | 26 | 2 | 3 | 16 | 1 | -2 | -7 | -9
Cc1cc2nc3c(c(C(F)(F)F)n2n1)CCCC3 | 0.4 | 14 | 5 | -13 | -15 | 1 | 0 | 11 | -7
